Compound activity: PubChem BioAssay, The Scripps Research Institute Molecular Screening Center
OXTR potentiate = potentiates the human oxytocin receptor response; P30559; CHO-OTR cells, Fluo-8 calcium fluorescence, potentiator mode; 0% = oxytocin EC15, 100% = EC100; activation, % at 3 µM; hit rate 0.061% among 320,000; AID 2445;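 active = activation above that plate's cutoff, the mean activation of tested compounds plus 3 SD, cut at about 6.6% in these data, passing the limit was not always enough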;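 note: 100% uses oxytocin at 75 nM as the full agonist control; some results filed as inactive read as strong as hits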
Target sequence (P30559 whole entry, looked up): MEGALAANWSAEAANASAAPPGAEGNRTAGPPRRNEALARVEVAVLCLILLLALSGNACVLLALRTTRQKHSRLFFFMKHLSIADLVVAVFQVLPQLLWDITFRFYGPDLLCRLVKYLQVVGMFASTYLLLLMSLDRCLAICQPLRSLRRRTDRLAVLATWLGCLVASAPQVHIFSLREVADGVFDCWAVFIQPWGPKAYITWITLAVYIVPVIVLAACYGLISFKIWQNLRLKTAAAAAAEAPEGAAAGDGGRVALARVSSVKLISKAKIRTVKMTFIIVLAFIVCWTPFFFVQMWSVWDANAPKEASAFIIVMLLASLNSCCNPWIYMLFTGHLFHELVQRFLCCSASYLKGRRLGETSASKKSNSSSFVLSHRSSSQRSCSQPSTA
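Assay system: CHO cell line stably expressing human OTR | Also added: Oxytocin at about EC15, sub-maximal agonist stimulus | Times: Compound 6 min at room temperature before oxytocin, 100 s read | Measured by: Fluo-8 intracellular calcium fluorescence, ex 470-495, em 515-575 nm | Controls: EC15 oxytocin alone as 0%, 75 nM oxytocin as 100%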
CHO parental Ca = counter-screen for OX1R antagonists: effect in parental CHO cells | parental CHO-K1, ATP-induced calcium, Fluo-8 fluorescence | inhibition, % at 5.6 µM | hit rate 0.63% among 330,000 | AID 463079;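 active = inhibition above that plate's mean sample inhibition plus 3 SD, cut at about 26% in these data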;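 note: 0% = ATP-challenged DMSO wells and 100% = DMSO wells without ATP; some compounds past the cut are filed as inactive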
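Assay system – parental CHO cells · Reagent – ATP stimulus · Detection – intracellular calcium via Fluo-8 no-wash fluorescent dye · Evaluation – percent inhibition of ATP-evoked calcium rise, normalized to controls · Controls – ATP wells versus no-ATP DMSO wells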
CHRM4 antagonist = antagonists of human muscarinic M4 receptor (CHRM4); hit rate 0.73% among 360,000; CHO-hM4 cells, ACh EC80, Fluo-8 calcium fluorescence; AID 624125; inhibition, % at 3 µM;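 active = inhibition above its plate's cutoff, the mean inhibition of sample wells plus 3 SD, cut at about 27% in these data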;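 note: 0% = acetylcholine EC80 with DMSO and 100% = DMSO without agonist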
Target sequence (P08173 whole entry, looked up): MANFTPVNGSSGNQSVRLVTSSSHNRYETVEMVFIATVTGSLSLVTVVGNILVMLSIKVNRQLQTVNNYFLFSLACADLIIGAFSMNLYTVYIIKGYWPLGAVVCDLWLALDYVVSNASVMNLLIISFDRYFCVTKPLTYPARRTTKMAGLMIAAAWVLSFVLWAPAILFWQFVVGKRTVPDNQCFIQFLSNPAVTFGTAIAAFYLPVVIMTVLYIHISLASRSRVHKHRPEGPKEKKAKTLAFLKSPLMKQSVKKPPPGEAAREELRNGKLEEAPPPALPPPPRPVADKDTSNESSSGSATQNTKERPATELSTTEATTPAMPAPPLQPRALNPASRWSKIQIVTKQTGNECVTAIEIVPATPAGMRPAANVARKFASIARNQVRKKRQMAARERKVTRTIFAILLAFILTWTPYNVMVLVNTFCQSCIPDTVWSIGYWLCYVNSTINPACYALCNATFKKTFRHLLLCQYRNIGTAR
M4 ag = agonists of human muscarinic M4 receptor (CHRM4); P08173; CHO-K1 hM4/Gqi5, Fluo-8 calcium fluorescence; vehicle 0%, full acetylcholine response 100%; activation, % at 3 µM; hit rate 0.14% among 360,000; AID 624127;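 active = activation above the run mean over all test wells plus 3 SD, cut at about 32% in these data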;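 note: peak over basal fluorescence ratio per well then scaled between controls; 0% = DMSO wells and 100% = acetylcholine at EC100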
The depositor's hits bear a star. A portion of the library; rates above refer to the full screens.

`N#Cc1c(-c2ccncc2)c2c([nH]c1=O)-c1ccccc1OC2` gave OXTR potentiate 5 and CHO parental Ca -12.
Screening Cc1sc(/C=C2\C(=O)ON=C2c2ccccc2)cc1Br returned OXTR potentiate -13 and CHO parental Ca -2.
Screening O=C(CNc1n[nH]c(=O)[nH]c1=O)N/N=C/c1ccccc1 returned OXTR potentiate 1 and CHO parental Ca 13.
For O=c1[nH][nH]c(=S)n1C1CCCCC1 the results were OXTR potentiate -2 and CHO parental Ca -8.
Screening O=C(N/N=C1\CCCc2c1[nH]c1ccc([N+](=O)[O-])cc21)c1ccncc1 returned OXTR potentiate 3 and CHO parental Ca -7.
NC(=O)C1(N2CCCCC2)CCN(C(=O)Nc2ccccc2C(F)(F)F)CC1 was read as OXTR potentiate -3 and CHO parental Ca -7.
COCCCn1c2nc3ccccc3nc2c2c(=O)n(-c3ccccc3OC)c(C)nc21 was read as OXTR potentiate -2 and CHO parental Ca -17.
For CC(C)OCCCNc1nc2c(-c3ccccc3)nnn2c2ccccc12 the results were OXTR potentiate -5 and CHO parental Ca -4.
`N#C/C(=C\c1cc(Cl)c(OCc2ccc(Cl)cc2)c(Cl)c1)C(N)=O` gave OXTR potentiate -5 and CHO parental Ca 4.
COc1ccc(OC)c(NC(=O)c2ccc3nc(-c4ccccc4)c(-c4ccccc4)nc3c2)c1 was read as OXTR potentiate 0 and CHO parental Ca -7.
Screening Cc1nc2c(C(=O)NCc3cccs3)cnn2c(C)c1Cc1ccccc1 returned OXTR potentiate -4 and CHO parental Ca -21.
For O=[N+]([O-])c1ccc(S(=O)(=O)Nc2ccc(-c3csc(-c4ccccc4)n3)cc2)cc1 the results were OXTR potentiate -8 and CHO parental Ca 23.
Nc1ccc(Sc2ccccc2CC(=O)O)cc1 was read as OXTR potentiate -2 and CHO parental Ca -6.
COc1ccc(C2c3c(oc4ccccc4c3=O)C(=O)N2Cc2ccncc2)cc1OC (centres undefined) was read as OXTR potentiate -14 and CHO parental Ca -4.
Screening COC(=O)[C@]1(C)N[C@H](CN(C)S(=O)(=O)c2ccccc2)[C@@H]2C(=O)N(C)C(=O)[C@@H]21 returned OXTR potentiate -5 and CHO parental Ca -27.
For COC(=O)[C@@]1(Cc2ccc(F)cc2)[C@H]2c3cc(C(=O)N(C)C)n(CCSCCO)c3C[C@H]2CN1C(=O)c1ccccc1 the results were OXTR potentiate 9 and CHO parental Ca -22.
`O=C(N/N=C/c1nn(-c2ccccc2)cc1-c1ccc(Cl)cc1)c1ccncc1` gave OXTR potentiate -5 and CHO parental Ca -3.
CN1C(=O)NC(c2ccccc2)C2=C1CN(Cc1ccccc1)C2=O (centres undefined) was read as OXTR potentiate -12 and CHO parental Ca -8.
Screening Cc1cc(-c2n[nH]c(=S)o2)c(C)n1-c1ccccc1 returned OXTR potentiate -3 and CHO parental Ca -7.
COc1ccc(CN(C)CC(=O)Nc2ccc(Cl)cc2F)c(OC)c1 was read as OXTR potentiate 0 and CHO parental Ca -11.

Molecules listed so far that have a carbonyl joined to an NH by a bond outside any ring, in the order listed:
Screening O=C(CNc1n[nH]c(=O)[nH]c1=O)N/N=C/c1ccccc1 returned OXTR potentiate 1 and CHO parental Ca 13.
Screening O=C(N/N=C1\CCCc2c1[nH]c1ccc([N+](=O)[O-])cc21)c1ccncc1 returned OXTR potentiate 3 and CHO parental Ca -7.
NC(=O)C1(N2CCCCC2)CCN(C(=O)Nc2ccccc2C(F)(F)F)CC1 was read as OXTR potentiate -3 and CHO parental Ca -7.
`N#C/C(=C\c1cc(Cl)c(OCc2ccc(Cl)cc2)c(Cl)c1)C(N)=O` gave OXTR potentiate -5 and CHO parental Ca 4.
COc1ccc(OC)c(NC(=O)c2ccc3nc(-c4ccccc4)c(-c4ccccc4)nc3c2)c1 was read as OXTR potentiate 0 and CHO parental Ca -7.
Screening Cc1nc2c(C(=O)NCc3cccs3)cnn2c(C)c1Cc1ccccc1 returned OXTR potentiate -4 and CHO parental Ca -21.
`O=C(N/N=C/c1nn(-c2ccccc2)cc1-c1ccc(Cl)cc1)c1ccncc1` gave OXTR potentiate -5 and CHO parental Ca -3.
COc1ccc(CN(C)CC(=O)Nc2ccc(Cl)cc2F)c(OC)c1 was read as OXTR potentiate 0 and CHO parental Ca -11.

The listing continues.
For CC(=O)N(Cc1ccco1)Cc1cc2cccc(C)c2n2nnnc12 the results were OXTR potentiate 2 and CHO parental Ca -10.
COC(=O)Cc1c(C)c2ccc(OCC(=O)c3ccc(OC)c(OC)c3)cc2oc1=O was read as OXTR potentiate -1 and CHO parental Ca -3.
For Cc1noc(C)c1CSc1nnc2cc(C)c3ccccc3n12 the results were OXTR potentiate -3 and CHO parental Ca -22.
For CC(=O)Oc1ccccc1C(=O)Nc1ncc([N+](=O)[O-])s1 the results were OXTR potentiate -25 and CHO parental Ca 39*.
`O=C1N[C@@H](Cc2ccccc2)C(=O)N2[C@H]3Nc4ccccc4[C@@]3([C@]34C[C@H]5C(=O)N[C@@H](Cc6ccccc6)C(=O)N5[C@H]3Nc3ccccc34)C[C@@H]12` gave OXTR potentiate -9 and CHO parental Ca -3.
For O=C(O)C1C2C=CC(C2)C1C(=O)NCc1ccccn1 (centres undefined) the results were OXTR potentiate -10 and CHO parental Ca -10.
For COc1ccc(-c2csc(NC(=O)/C(N=Nc3ccccc3)=C(\C)O)n2)cc1 the results were OXTR potentiate -8 and CHO parental Ca 1.
O=C(CC(=O)N/N=C/c1c(F)cccc1Cl)NCc1ccccc1 was read as OXTR potentiate -20 and CHO parental Ca -18.
For CCC(=O)N1Cc2ccccc2-c2ccccc2C1=O the results were OXTR potentiate -4 and CHO parental Ca -10.
For Cc1cccc(OCC(=O)Nc2ccc(C(=O)NCc3cccnc3)cc2)c1 the results were OXTR potentiate -21 and CHO parental Ca 13.
For CCCCNC(=O)c1c(N)n(/N=C/c2ccccn2)c2nc3ccccc3nc12 the results were OXTR potentiate -1 and CHO parental Ca -17.
For O=C(CC1Nc2c3ccccc3nc(=S)n2C1=O)NC1CCCCC1 (centres undefined) the results were OXTR potentiate -15 and CHO parental Ca 12.
For Cc1ccc(Nc2nc(N3CCN(C)CC3)nc(N)c2[N+](=O)[O-])cc1C the results were OXTR potentiate -4 and CHO parental Ca 0.
`COC(=O)c1sc(SC)nc1N` gave OXTR potentiate -5 and CHO parental Ca -6.
`CCN1C(=O)/C(=C\c2ccc(-c3cccc(C(=O)OC)c3)o2)SC1=Nc1ccc(C(=O)O)cc1` gave OXTR potentiate 5 and CHO parental Ca 6.
`Cc1cccc(N/C(N)=N/c2nc(CSc3ccc(Cl)cc3)cc(=O)[nH]2)c1` gave OXTR potentiate 1 and CHO parental Ca -19.
Screening COC(=O)C1=C(C)N(Cc2ccco2)C(=O)N[C@H]1c1ccccc1 returned OXTR potentiate -6 and CHO parental Ca -2.
CCNc1nc(Oc2ccc(C(=O)OCC)cc2)nc(N2CCOCC2)n1 was read as OXTR potentiate -3 and CHO parental Ca -14.
For c1ccc(COCCC2CO2)cc1 (centres undefined) the results were OXTR potentiate 5 and CHO parental Ca -10.
`CCc1nccn1C(=O)c1cnn2c(C(F)F)cc(-c3ccccc3)nc12` gave OXTR potentiate 4 and CHO parental Ca -16.
`COc1ccc(N2C(=O)CCC(C(=O)N(C)C3CCCCC3)C2c2ccc(OC)c(OC)c2)cc1` (centres undefined) gave OXTR potentiate -2 and CHO parental Ca -4.
Screening COc1cc(OC)c(C2N(C)c3ccccc3N2C)cc1OC returned OXTR potentiate 0 and CHO parental Ca 8.
COc1ccc2cc1Oc1ccc(cc1)C[C@H]1c3cc(c(OC)cc3CCN1C)Oc1c(O)c(OC)cc3c1[C@H](C2)N(C)CC3 was read as OXTR potentiate -2 and CHO parental Ca -21.
Screening CCN(CC)C(=O)[C@]1(c2ccccc2)C[C@@H]1CN returned OXTR potentiate -1 and CHO parental Ca -8.
C#CCOCCOCCOCCNc1nc(N2CCN(C(=O)CCCCCCCCCCNC(=O)[C@H](CO)n3cc(CCCSC)nn3)CC2)nc(N2CCN(C(=O)CCCCCCCCCCNC(=O)[C@H](CCCCN)n3cc(C[C@@H](C)CC)nn3)CC2)n1 was read as OXTR potentiate -4 and CHO parental Ca 16.
For Cc1ccc(Cn2c(=N)c(C#N)cc3c(=O)n4cccc(C)c4nc32)cc1 the results were OXTR potentiate -3 and CHO parental Ca -5.
Screening CCc1nc(SCc2nnc(-c3ccc(C)cc3)o2)c2c(C)c(C)sc2n1 returned OXTR potentiate -2 and CHO parental Ca -2.
`O=c1ncc(F)c[nH]1` gave OXTR potentiate -2 and CHO parental Ca -10.
CC(C)(C)NC(=O)C(c1ccc(-c2ccccc2)cc1)n1c(=O)c(-c2ccccc2)nc2ccccc21 (centres undefined) was read as CHRM4 antagonist 1 and M4 ag 1.
For COC(=O)C[C@H]1C=C[C@H](NC(=O)C2CCOCC2)[C@@H](CO)O1 the results were CHRM4 antagonist -4 and M4 ag 1.
`O=C(/C=C1\OCc2cc(OCc3ccccc3)ccc21)OCc1ccccc1` gave CHRM4 antagonist -11 and M4 ag 3.
`CCCCCCCCN1C(=O)[C@H](CC(=O)NCCC(C)C)C[C@@]2(C(=O)OC)CC(C)(C)CC=C12` gave CHRM4 antagonist 4 and M4 ag 0.
For COC(=O)[C@@]12C[C@@H](CC(=O)N3CCCC3)C(=O)N(Cc3ccccc3)C1=CCC(C)(C)C2 the results were CHRM4 antagonist -15 and M4 ag 5.
Screening Cc1ccc(S(=O)(=O)N2CC3C(=O)CC(c4ccccc4)N(S(=O)(=O)c4ccc(C)cc4)C3CC2c2cccc(Cl)c2)cc1 (centres undefined) returned CHRM4 antagonist -8 and M4 ag 3.
Screening O=C(Nc1ccc(F)cc1)C(c1ccnc2ccccc12)N1CCN(CC(=O)N2CCCC2)CC1 (centres undefined) returned CHRM4 antagonist 7 and M4 ag 1.
COC(=O)[C@@H]1ON2OCC(C)=C3CCCC[C@@]32[C@H]1C(=O)OC was read as CHRM4 antagonist 3 and M4 ag 1.
For O=C(NCC(F)(F)F)C1C(=O)Nc2ccccc2C(=O)N1Cc1ccccc1 (centres undefined) the results were CHRM4 antagonist -3 and M4 ag 2.
O=C(NCCc1ccccc1)C1C(=O)Nc2ccccc2C(=O)N1C1CCCCC1 (centres undefined) was read as CHRM4 antagonist -6 and M4 ag 4.
Screening Cc1cccc(C)c1NC(=O)C(c1ccc(C#N)cc1)n1c(=O)c(-c2ccco2)nc2ccccc21 (centres undefined) returned CHRM4 antagonist -7 and M4 ag 1.
`O=C(NCCc1ccccc1F)C1C(=O)Nc2ccccc2C(=O)N1C1CCCCC1` (centres undefined) gave CHRM4 antagonist -7 and M4 ag 2.
Screening CC(C)N1C(=O)c2ccccc2NC(=O)C1C(=O)NCc1cccs1 (centres undefined) returned CHRM4 antagonist -5 and M4 ag 1.
COC(=O)C[C@@H]1CC[C@@H](NS(=O)(=O)c2cccc(OC)c2)[C@@H](CO)O1 was read as CHRM4 antagonist -8 and M4 ag 3.
`COC(=O)C[C@@H]1OC[C@H](C(C)C)N1S(=O)(=O)c1ccc(C)cc1` gave CHRM4 antagonist -7 and M4 ag 2.
For COC1=CC(=O)OC(c2ccccc2)C1 (centres undefined) the results were CHRM4 antagonist -6 and M4 ag 2.
For CC(C)CN1C(=O)CN(S(C)(=O)=O)CC1(C)C(=O)NCc1ccccc1 (centres undefined) the results were CHRM4 antagonist -1 and M4 ag 1.
`C=CCOC(=O)Nc1nc(CCNC(=O)OC(C)(C)C)c(C(=O)O)s1` gave CHRM4 antagonist -1 and M4 ag 1.
Screening CCCCNC(=O)C1C(c2ccc(C(F)(F)F)cc2)=Nc2ccccc2N1C(=O)c1cccc2ccccc12 (centres undefined) returned CHRM4 antagonist -10 and M4 ag 1.
CCCCNC(=O)C1C(c2ccc(C(F)(F)F)cc2)=Nc2ccccc2N1C(C)=O (centres undefined) was read as CHRM4 antagonist -6 and M4 ag 1.
Screening CCc1ccccc1CC1CN(Cc2ccccc2)Cc2ccccc2N1c1ccc(OC)cc1 (centres undefined) returned CHRM4 antagonist -4 and M4 ag 2.
Screening O=C(NC1CCCC1)C(c1ccccc1)n1c(Cc2cc(F)cc(F)c2)nc2ccccc21 (centres undefined) returned CHRM4 antagonist -7 and M4 ag 11.
For COc1ccc(C(C(=O)Nc2c(C)cccc2C)n2c(=O)c(-c3ccco3)nc3ccccc32)cc1 (centres undefined) the results were CHRM4 antagonist 0 and M4 ag 1.
`CCCCCn1nnnc1C1(C)CCC(=O)N1Cc1ccco1` (centres undefined) gave CHRM4 antagonist -5 and M4 ag 1.
